Screening data: PubChem, several laboratories
TWEAK Fn14 block – blocks TWEAK-Fn14 interaction in a reporter cell assay; actives 2% (n = 360,000); inhibition, % at 10 µM; AID 1159606; TWEAK-stimulated Fn14 reporter cells, luciferase luminescence, 8 h; in the data active = inhibition above about 50%
TROY signal inh – blocks TROY-dependent signaling in reporter cells; actives 0.98% (n = 360,000); Q293 LMP1-TROYcd NF-kB luciferase reporter, 4 h; AID 1347056; inhibition, % at 10 µM;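 active = compounds whose plate-normalised and pattern-corrected inhibition of the luciferase reporter signal at the single screening dose is 50% or more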
LRH-1 inv ag – inverse agonists of human LRH-1 (NR5A2); HEK293T StAR-luciferase reporter, LRH-1 transfected, 24 h; AID 602396; inhibition, % at 3.6 µM; actives 0.13% (n = 360,000); O00482;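 active = inhibition above the mean inhibition of all tested compounds plus 3 SD, cut at about 73% in these data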;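 also: 0% = DMSO wells and 100% = reporter-only cells lacking LRH-1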
COUP-TFII inh – NR2F2 (human) inhibition, primary screen; P24468; HEK293T NGFI-A luciferase reporter, luminescence; inhibition, % at 8.6 µM; actives 0.7% (n = 370,000); AID 686940;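 active = inhibition above a per-plate cutoff, mean inhibition of test wells between control levels plus 3 SD, cut at about 38% in these data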;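 also: cells cotransfected with COUP-TFII expression vector driving the NGFI-A reporter; 0% = median of COUP-TF2 test wells and 100% = reporter-only cells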
LMP1 NFkB inh – reduces LMP1-driven NF-kappaB luciferase signal | LMP1-induced NF-kappaB luciferase reporter cells, luminescence | inhibition, % at 12.5 µM | actives 0.69% (n = 350,000) | AID 504558; in the data active = inhibition above about 41%;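 also: 0% = neutral control wells and 100% = reference inhibitor control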
CF NFkB block – cystic fibrosis NF-kB activation inhibition | inhibition, % at 5 µM | AID 588850 | actives 0.86% (n = 360,000) | KKLEB NF-kB-GFP reporter, PAF-induced, GFP fluorescence overnight;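 active = at least 50% inhibition at 5 µM, scaled per plate between neutral and stimulator controls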;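 also: PAF is a Pseudomonas aeruginosa culture filtrate used as stimulus; plate controls were PAF-stimulated DMSO wells for no effect and unstimulated DMSO wells for full effect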
KKLEB tox – CF airway cell cytotoxicity counter-screen | KKLEB CF airway cells viability, ATPlite luminescence, overnight; active compounds read low; cells stimulated with P. aeruginosa culture filtrate | activity change (cytotoxicity), % at 5 µM | actives 0.36% (n = 360,000);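 active = corrected activity change at or below -50% at 5 µM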
SRC3 inh – inhibitors of human steroid receptor coactivator 3 (SRC3); Q9Y6Q9; inhibition, % at 3.6 µM; HEK293 GAL4-SRC3 luciferase reporter, luminescence; actives 0.17% (n = 360,000);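 active = inhibition above a per-campaign cutoff, the mean of all compounds plus 3 SD, cut at about 60% in these data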;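 also: 0% = DMSO-treated cells and 100% = gossypol-treated cells at 36 µM; higher means less SRC3-driven luciferase light from the GAL4 reporter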
Target sequence (Q9Y6Q9 whole entry, looked up, the tested form may be a part): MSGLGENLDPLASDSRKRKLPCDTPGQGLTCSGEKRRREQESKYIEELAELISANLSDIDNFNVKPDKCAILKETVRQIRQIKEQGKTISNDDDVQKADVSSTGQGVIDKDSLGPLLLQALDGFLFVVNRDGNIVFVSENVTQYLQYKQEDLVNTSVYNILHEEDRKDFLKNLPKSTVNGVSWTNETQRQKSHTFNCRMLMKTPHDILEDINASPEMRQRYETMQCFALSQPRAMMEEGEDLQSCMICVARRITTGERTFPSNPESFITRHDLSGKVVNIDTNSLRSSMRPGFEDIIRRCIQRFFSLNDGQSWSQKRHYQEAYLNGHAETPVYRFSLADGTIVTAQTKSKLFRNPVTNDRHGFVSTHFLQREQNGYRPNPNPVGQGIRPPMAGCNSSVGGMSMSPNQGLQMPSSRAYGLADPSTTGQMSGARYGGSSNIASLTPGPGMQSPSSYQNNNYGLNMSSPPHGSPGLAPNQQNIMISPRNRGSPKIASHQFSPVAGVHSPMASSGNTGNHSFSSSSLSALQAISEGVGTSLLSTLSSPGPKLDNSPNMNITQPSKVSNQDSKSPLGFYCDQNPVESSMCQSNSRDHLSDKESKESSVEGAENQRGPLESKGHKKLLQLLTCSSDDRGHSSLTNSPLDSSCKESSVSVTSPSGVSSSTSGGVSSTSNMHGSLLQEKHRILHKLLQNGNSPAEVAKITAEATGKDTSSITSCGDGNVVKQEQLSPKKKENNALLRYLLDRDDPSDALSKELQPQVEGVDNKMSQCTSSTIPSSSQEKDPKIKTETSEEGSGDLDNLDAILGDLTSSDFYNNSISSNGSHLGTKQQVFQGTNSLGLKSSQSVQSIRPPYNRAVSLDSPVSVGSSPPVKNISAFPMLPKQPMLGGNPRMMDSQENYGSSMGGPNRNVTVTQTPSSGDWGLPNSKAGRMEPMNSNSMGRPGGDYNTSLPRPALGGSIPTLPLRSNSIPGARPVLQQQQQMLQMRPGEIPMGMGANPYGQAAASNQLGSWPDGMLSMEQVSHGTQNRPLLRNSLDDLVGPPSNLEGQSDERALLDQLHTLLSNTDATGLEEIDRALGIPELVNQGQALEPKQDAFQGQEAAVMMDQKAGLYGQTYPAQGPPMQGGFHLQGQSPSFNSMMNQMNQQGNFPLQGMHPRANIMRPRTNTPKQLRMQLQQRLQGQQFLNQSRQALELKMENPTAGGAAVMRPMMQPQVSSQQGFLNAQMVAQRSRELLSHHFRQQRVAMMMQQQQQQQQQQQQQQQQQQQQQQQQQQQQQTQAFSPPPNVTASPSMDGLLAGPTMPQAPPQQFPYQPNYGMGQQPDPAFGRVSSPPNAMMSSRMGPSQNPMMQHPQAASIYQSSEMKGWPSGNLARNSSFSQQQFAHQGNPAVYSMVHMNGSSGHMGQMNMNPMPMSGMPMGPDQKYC
TRAIL sens C8 – caspase-8 TRAIL sensitization. actives 1% (n = 360,000). inhibition (viability loss, TRAIL sensitization), % at 10 µM. AID 624354. NB7+C8 cells + TRAIL, ATPlite viability luminescence;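 active = compounds causing at least 50% loss of cell viability in the single-dose screen, relative to plate controls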
SRC1 inh – inhibitors of human steroid receptor coactivator 1 (SRC1). AID 588354. HEK293 GAL4-SRC1 luciferase reporter, luminescence. inhibition, % at 3.6 µM. actives 0.12% (n = 360,000);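 active = inhibition above the campaign mean plus 3 SD, with each screening campaign given its own cutoff, cut at about 60% in these data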;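 also: 0% = DMSO treated cells and 100% = gossypol at 36 µM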
NCOA2 inhibitor – human SRC2 (NCOA2) inhibition; inhibition, % at 9 µM; HEK293 GAL4-SRC2 luciferase reporter, luminescence; actives 0.17% (n = 370,000);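 active = inhibition above the mean inhibition of all tested compounds plus 3 SD, set per campaign, cut at about 52% in these data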;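 also: 0% = DMSO treated cells and 100% = cells given Gossypol at 36 µM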
Numbers without * were called inactive; / = no result given.

SMILES	TWEAK Fn14 block	TROY signal inh	LRH-1 inv ag	COUP-TFII inh	LMP1 NFkB inh	CF NFkB block	KKLEB tox	SRC3 inh	TRAIL sens C8	SRC1 inh	NCOA2 inhibitor
COC(=O)N/N=C/c1cn(Cc2ccccc2F)c2ccccc12	-13	27	0	5	6	-29	-4	18	-5	-8	15
COc1cccc(N(CC(=O)N2CCc3ccccc3C2)S(C)(=O)=O)c1	10	-2	6	20	0	-17	-2	-2	-11	10	-10
CCOC(=O)c1c(N)sc(=S)c2c1CCC2	-2	5	-7	11	2	5	4	-12	7	-5	-6
COC(=O)C(CCC(C(=O)OC)N1C(=O)c2ccccc2C1=O)N1C(=O)c2ccccc2C1=O (stereo not drawn)	-5	-11	1	-9	-5	6	10	-8	-7	-9	1
COC(=O)c1ccc(NC(=O)CCOc2ccccc2)cc1	-16	-67	-13	4	-9	15	-11	6	3	4	-28
COc1cc(/C=N/NC(=O)c2cccnc2)ccc1OS(=O)(=O)c1ccc(F)cc1	2	8	-7	-6	-5	-7	-4	15	-1	-11	-1
CCc1nc(SCC(=O)NCCc2ccccc2)n[nH]1	-2	-3	2	-2	8	5	-2	14	10	-5	5
N#Cc1ccccc1NC(=O)CSc1n[nH]c(=O)n1C1CC1	-24	3	31	-13	-3	2	-3	-2	-3	6	25
CCN(CC)C(=O)C1=C(C)N(CCCOC)C(=O)C(CC(=O)NC2CC2)C1 (stereo not drawn)	10	-6	-33	-15	-9	-1	0	10	15	-7	-6
CC1=C(C(=O)N2CCOCC2)CC(CC(=O)NC2CCCC2)C(=O)N1Cc1ccc(F)cc1 (stereo not drawn)	8	-8	-3	5	9	-5	-1	11	3	0	8
CCCc1cc(=O)[nH]c(SCC(=O)Nc2c(C)cccc2C)n1	-4	1	9	/	2	3	4	18	8	5	/
CCOC(=O)C1CCCN(C(=O)c2cc(-c3ccccc3)nc3ccccc23)C1 (stereo not drawn)	-21	4	-4	1	0	-1	-15	12	1	3	-4
Cn1nc(C(C)(C)C)cc1NC(=O)Nc1cc(Cl)cc(Cl)c1	4	11	13	0	12	44	19	0	-6	15	13
O=C1c2cc3ccccc3c(-c3ccccc3)c2C(=O)N1c1ccccn1	-18	20	-8	-10	1	-24	10	0	9	-7	-10
COCCCNC(=O)c1ccc(NS(C)(=O)=O)cc1	-9	-8	9	-4	-3	-6	11	-3	10	4	-26
COc1ccc(NC(=O)CN(c2cccc(F)c2)S(C)(=O)=O)cc1OC	-9	11	3	-5	-6	-7	2	10	-18	-7	-5
CC(Nc1nc(-c2ccc(F)cc2)cs1)c1nc2cc(Cl)c(N3CCCCC3)cc2n1CCCO (stereo not drawn)	-5	-8	-9	-7	8	-4	-27	-4	15	-11	-5
CC(C)(C)C(=O)N1CCN(c2ccc(NC(=O)c3ccco3)cc2)CC1	1	-2	3	0	-2	1	-1	11	11	-9	11
CN(C)c1ccc(C=C2SC(=S)NC2=O)cc1	-25	-31	-15	-21	-11	-24	-16	-93	47	-40	-32
COc1ccc(-c2cc(C(=O)NC3CCCC3)no2)cc1OC	-4	-35	-13	-47	-3	-4	4	-36	15	-36	-12
Nc1c(C(=O)NCc2ccc(Cl)cc2)sc2nc3c(c(C(F)(F)F)c12)CCC3	1	3	29	-10	6	-3	8	8	-4	10	9
O=C(CCN1CCN(S(=O)(=O)c2ccc(Br)cc2)CC1)Nc1ccccc1F	-20	27	1	1	5	12	2	8	8	-18	29
CCn1c(SCC(=O)OC)nnc1C1CCCCC1	5	3	-18	8	-12	0	2	11	-8	-21	19
CCn1c2ccccc2c2cc(C#N)c(N)nc21	-33	-4	-14	-21	/	13	-12	8	-20	11	-9
CN(CCC#N)CC(=O)Nc1ccc(S(N)(=O)=O)cc1	-1	10	12	-9	9	10	5	7	-3	2	-11

Single records, from the list above. Values in the order: TWEAK Fn14 block | TROY signal inh | LRH-1 inv ag | COUP-TFII inh | LMP1 NFkB inh | CF NFkB block | KKLEB tox | SRC3 inh | TRAIL sens C8 | SRC1 inh | NCOA2 inhibitor
Entry for `CC1=C(C(=O)N2CCOCC2)CC(CC(=O)NC2CCCC2)C(=O)N1Cc1ccc(F)cc1` (stereo not drawn) : 8 | -8 | -3 | 5 | 9 | -5 | -1 | 11 | 3 | 0 | 8
Entry for `COc1ccc(NC(=O)CN(c2cccc(F)c2)S(C)(=O)=O)cc1OC` : -9 | 11 | 3 | -5 | -6 | -7 | 2 | 10 | -18 | -7 | -5

Back to the main list with the 3 entries that preceded the break.
SMILES	TWEAK Fn14 block	TROY signal inh	LRH-1 inv ag	COUP-TFII inh	LMP1 NFkB inh	CF NFkB block	KKLEB tox	SRC3 inh	TRAIL sens C8	SRC1 inh	NCOA2 inhibitor
CCn1c(SCC(=O)OC)nnc1C1CCCCC1	5	3	-18	8	-12	0	2	11	-8	-21	19
CCn1c2ccccc2c2cc(C#N)c(N)nc21	-33	-4	-14	-21	/	13	-12	8	-20	11	-9
CN(CCC#N)CC(=O)Nc1ccc(S(N)(=O)=O)cc1	-1	10	12	-9	9	10	5	7	-3	2	-11
O=C(CC(=O)N/N=C\c1ccc(F)cc1)NCCc1ccccc1	18	1	7	3	-3	-1	6	6	-7	-33	13
CC1C=CCC2C(=O)N(c3cc(Cl)ccc3O)C(=O)C12 (stereo not drawn)	6	-7	-15	-15	7	4	2	13	-6	-9	19
CCN(CC)CCn1c2c(c(SCC(=O)Nc3cccc4ccccc34)nc1=O)CCCC2	13	-4	13	-16	-7	33	-14	5	-7	-2	-39
CCn1nc(NC(=O)c2ccncc2)c2cc3cc(C)ccc3nc21	22	-28	-5	1	-8	2	-13	-11	-6	-13	-17
O=C(N=C1SC2CS(=O)(=O)CC2N1Cc1ccccc1)C1CCCCC1 (stereo not drawn)	-20	-17	5	-3	-7	20	-11	13	-22	6	6
COc1cccc(CN2CCN(C(=O)CCc3nnc(C4CCCCC4)o3)CC2=O)c1	-8	2	-6	-4	3	12	3	12	4	5	-6
CN(C(=O)c1cccc(NC(=O)Cc2ccc(NC(=O)C3CCN(C(=O)c4ccccc4)CC3)cc2)c1)C1CCCCC1	5	2	5	0	-11	28	-27	4	24	4	19
CCc1cccc(-n2c(SCC(=O)c3c(N)n(C4CC4)c(=O)[nH]c3=O)nnc2N2CCOCC2)c1	9	-6	-19	-9	-4	-14	1	10	-7	-9	10
COC(=O)c1ccc2nc(-c3ccc(C)cc3)c(Cc3ccc(OC)cc3C)n2c1	-18	-22	-37	-1	/	/	/	/	8	/	-35
Cn1cnnc1Sc1ccc(C(F)(F)F)cc1[N+](=O)[O-]	36	17	4	4	7	0	12	23	-3	-6	13
CCc1nnc(NC(=O)c2ccc(-c3ccc(F)cc3)o2)s1	-21	-38	11	-9	-6	-68	-8	-5	-7	-9	-15
CC(C)c1nc(SCC(=O)NCC2CCCO2)c2c(=O)n(C)c(=O)n(C)c2n1 (stereo not drawn)	7	6	-19	-11	-2	-36	9	0	-8	-8	-18
Cc1ccc(S(=O)(=O)N(C)C)cc1NC(=S)N1CCc2ccccc21	11	5	21	3	2	-12	4	12	-27	-69	14
CCCNC(=O)C1(C)CCCN(C(=O)C2(c3ccc(Cl)cc3)CCCC2)C1 (stereo not drawn)	-7	4	17	9	/	9	-15	17	20	0	27
O=C1NC(Cc2ccccc2)c2nc3ccc(Cl)cc3c(=O)n2-c2cc3ccccc3cc21 (stereo not drawn)	-19	12	-15	-12	0	20	-8	-12	19	4	11
Cc1nnc(SCc2cc(=O)[nH]c(/N=C(\N)Nc3ccccc3)n2)s1	-2	-7	-1	-7	-8	-5	-3	16	26	0	-5
O=C1CCC[C@@H]2C[C@@]3(C[C@@H]4CCN1[C@H]24)Nc1cc(Cl)c(Cl)cc1NC3=NCc1ccccc1	-1	-23	4	-28	-16	1	-10	8	-11	-1	-30
O=[N+]([O-])c1cnn(-c2nc(-c3cccs3)cc(C(F)(F)F)n2)c1	1	-24	20	16	-1	-3	5	11	0	-9	-6
CC1CCCN(c2oc(-c3cccc4ccccc34)nc2C#N)C1 (stereo not drawn)	-17	-34	15	10	-8	-5	-4	6	-3	0	-4
COC(=O)c1ccc(NC(=O)CSc2nnc(-c3ccccc3)n2C)cc1	-7	-6	37	4	1	8	-6	7	-18	19	-6
COc1ccc(NC2CCCN(C(=O)CSc3ccccc3)C2)cc1 (stereo not drawn)	-8	-26	8	-1	14	-37	5	11	0	-9	-30
O=C(CN1C(=O)S/C(=C\c2cccs2)C1=O)Nc1ccc(O)c(C(=O)O)c1	-9	1	21	-20	-2	3	-1	-10	-2	7	-5
c1cn2c(Nc3ccc4c(c3)OCCO4)c(-c3ccc(N4CCOCC4)cc3)nc2cn1	-43	-21	-28	-39	-4	-1	-10	-18	22	-13	-6
C=CCN1C(=O)c2ccccc2NC1c1cc(Br)cs1 (stereo not drawn)	15	5	1	-15	-1	-3	1	-12	-5	13	-8
COc1ccc(NC(=O)Cn2c([N+](=O)[O-])cnc2C)cc1Cl	-1	-18	8	3	3	7	2	19	-26	10	3
CC(C)c1nc2sc3c(c2c(=O)o1)CCCC3	-1	-20	1	-6	0	4	7	-10	13	-12	-2
O=C(Oc1cncc(Cl)c1)c1ccco1	-7	-2	18	-9	4	-12	11	10	-24	-11	-38
CCc1nccn1S(=O)(=O)c1ccc(OC)c(C)c1C	-3	10	-8	-13	-1	-17	-3	8	-14	11	-17
CCOc1ccc(S(=O)(=O)Nc2ccccc2C(=O)N/N=C/c2c(OC)ccc3ccccc23)cc1	0	21	5	-9	6	-7	6	7	-10	-17	-5

Arranged by value in COUP-TFII inh (rising): some entries from above.
structure	TWEAK Fn14 block	LRH-1 inv ag	COUP-TFII inh	LMP1 NFkB inh	CF NFkB block	SRC3 inh	SRC1 inh	NCOA2 inhibitor
O=C(CN1C(=O)S/C(=C\c2cccs2)C1=O)Nc1ccc(O)c(C(=O)O)c1	-9	21	-20	-2	3	-10	7	-5
CC1C=CCC2C(=O)N(c3cc(Cl)ccc3O)C(=O)C12 (stereo not drawn)	6	-15	-15	7	4	13	-9	19
COC(=O)c1ccc(NC(=O)CSc2nnc(-c3ccccc3)n2C)cc1	-7	37	4	1	8	7	19	-6
CC1CCCN(c2oc(-c3cccc4ccccc34)nc2C#N)C1 (stereo not drawn)	-17	15	10	-8	-5	6	0	-4
